Screening results: PubChem BioAssay, National Center for Advancing Translational Sciences (NCATS)
Pf growth 48h – inhibits P. falciparum growth in the first generation, 48 h | P. falciparum luciferase growth in erythrocytes, 48 h | Potency, µM (series often up to 28.7 µM), for the others: at the highest dose activity change, negative = inhibition, usual class: inhibitors | 310,000 tested, 5.9% active | AID 504832; note: potency is the fitted concentration of half-maximal effect; % is set by controls: 0 for no effect and ±100 for the full control effect
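Cell-based growth assay: transgenic P. falciparum expressing firefly luciferase, cultured in red cells within RPMI 1640 containing 0.5% w/v Albumax, 24 mM bicarbonate and gentamycin. A drop in luciferase activity indicates inhibition.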
TbPYK inhibitor – T. brucei pyruvate kinase inhibition; AID 624173; 410,000 tested, 0.12% active; Potency, µM (series often up to 76.8 µM), for inactives: top-dose activity, negative = inhibition, most hits filed as inhibitors; TbPYK enzyme, Kinase-Glo Plus ATP luminescence, 45 min; note: potency is the fitted concentration of half-maximal effect; % is set by controls: 0 for no effect and ±100 for the full control effect; nearly all actives have a fitted effect of over 50% in size
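Readout: single end-point luminescence (Kinase-Glo Plus, 10 min). Reaction conditions were TbPYK/substrate plus 130 uM ADP, 45 min at RT, pH 7.2 TEA buffer. No-enzyme wells served as controls, and data were normalized before concentration-response fitting.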
AmpC inh no detg – inhibitors of E. coli AmpC beta-lactamase without detergent | P00811 | AmpC nitrocefin hydrolysis, absorbance 480 nm, 0.0001% Triton | Potency, µM (titrated, usually from 57.1 µM), for the others: at the highest dose activity change, negative = inhibition, most hits filed as inhibitors | 330,000 tested, 0.52% active | AID 485341;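 note: potency is the fitted concentration of half-maximal effect; plate controls were no compound for no effect and no enzyme for full effect; nearly all actives have a fitted effect of over 20% in size; some results filed as inactive show a strong effect at the top dose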
Target sequence (P00811 whole entry, looked up): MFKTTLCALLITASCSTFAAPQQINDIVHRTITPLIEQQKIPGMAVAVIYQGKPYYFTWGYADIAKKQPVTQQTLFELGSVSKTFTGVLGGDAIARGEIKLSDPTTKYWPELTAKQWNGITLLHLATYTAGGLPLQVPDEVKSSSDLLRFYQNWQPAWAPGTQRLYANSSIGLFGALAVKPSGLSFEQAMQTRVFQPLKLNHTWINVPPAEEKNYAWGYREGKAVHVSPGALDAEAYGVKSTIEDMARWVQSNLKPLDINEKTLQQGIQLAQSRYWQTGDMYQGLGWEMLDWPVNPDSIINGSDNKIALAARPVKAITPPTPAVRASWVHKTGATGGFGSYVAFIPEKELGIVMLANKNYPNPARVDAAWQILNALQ
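20 mM phosphate pH 7.0 + 0.01% (detergent screen) or 0.0001% Triton X-100; 5.3 nM AmpC reagent; cpd preinc 15 min RT; nitrocefin (800 uM stock) to start; A480 q20 s × 4 min; Activity was normalised to no-enzyme and no-compound control wells.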
LmPK inh – inhibitors of Leishmania mexicana pyruvate kinase. purified LmPK, Kinase-Glo ATP luminescence, 1 h. Potency, µM (highest dose often 57.5 µM), without a hit: at the top dose activity change, negative = inhibition, usual class: inhibitors. 290,000 tested, 0.37% active; note: potency is the fitted concentration of half-maximal effect; % is set by controls: 0 for no effect and ±100 for the full control effect
Target sequence (Q27686 whole entry, looked up): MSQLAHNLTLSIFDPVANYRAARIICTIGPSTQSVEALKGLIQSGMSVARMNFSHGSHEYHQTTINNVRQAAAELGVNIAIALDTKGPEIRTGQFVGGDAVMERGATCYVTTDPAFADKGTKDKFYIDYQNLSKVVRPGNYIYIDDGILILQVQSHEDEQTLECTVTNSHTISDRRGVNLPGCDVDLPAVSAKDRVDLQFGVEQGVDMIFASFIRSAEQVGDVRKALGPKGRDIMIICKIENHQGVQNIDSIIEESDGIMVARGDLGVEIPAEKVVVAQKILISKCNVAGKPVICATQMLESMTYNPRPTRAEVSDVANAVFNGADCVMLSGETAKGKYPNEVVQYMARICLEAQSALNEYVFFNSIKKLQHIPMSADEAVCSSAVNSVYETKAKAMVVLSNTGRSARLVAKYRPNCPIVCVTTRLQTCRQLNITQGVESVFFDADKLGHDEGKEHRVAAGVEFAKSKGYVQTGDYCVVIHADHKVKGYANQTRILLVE
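qHTS format; LmPK 0.1 nM; substrates PEP 0.5 mM and ADP 0.1 mM. One-hour room-temperature incubation, then coupled luciferase luminescence; 0.5 nM enzyme wells mark activation.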
Pf growth 96h – P. falciparum growth inhibition at 96 hours | Potency, µM (series often up to 28.7 µM), without a hit: at the top dose activity change, negative = inhibition, usual class: inhibitors | 320,000 tested, 6.9% active | P. falciparum luciferase reporter growth, 96 h; note: potency is the fitted concentration of half-maximal effect; % is set by controls: 0 for no effect and ±100 for the full control effect
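96 h incubation, 37 C, 5% CO2, of luciferase-reporter P. falciparum-infected RBCs (2% hematocrit, 0.05% parasitemia final) with test compounds; endpoint luminescence.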
Shiga toxin inh – inhibitors of Shiga toxin in Vero cells; Vero cells, Shiga toxin protein synthesis inhibition reporter; inhibition, % at 38.7 µM; 290,000 tested, 9.2% active; in the data active = inhibition mostly above about 28%, no sharp cut-off; inactive = mostly below about 43%; note: 0% is about no effect
CHX counter – affects cycloheximide protein synthesis inhibition readout, counter-screen | max response, % | cell reporter, cycloheximide protein synthesis inhibition counterscreen | 300,000 tested, 12% active; in the data active = max response mostly above about 13%, no sharp cut-off; inactive = mostly below about 14%; note: read at 38.3 µM for the half of the compounds with a filed dose; 0% is about no effect
Starred values were filed as active, the others as inactive; i = inactive; ? = inconclusive; nt = not tested or not shown; & = joins results of further samples; [ ] = dose if it differs, or a comment. Unless noted, calls come from the whole dose curve; as a rule, active = well fitted curve in the direction sought with a large enough effect; inconclusive = small, poorly fitted or top-dose-only effect, or another doubt; inactive = no such curve, though single readings can be large; an effect the other way counts as inactive or inconclusive. Compounds were not picked by outcome (roughly 22% active in at least one column).

nr	SMILES	Shiga toxin inh	Pf growth 48h	AmpC inh no detg	LmPK inh
1	CCCSc1ccc(C(=O)Nc2ccc(Cl)cc2)cn1	43	8%	-25%	-3%
2	Cc1ccccc1CN(c1ccc(C(=O)NCc2cccnc2)cc1)S(C)(=O)=O	13	-2%	65%[activator]	4%
3	COc1ccc(OCC(O)CN(CC(O)COc2ccc(OC)cc2)c2cccc(O)c2)cc1 (stereo not given)	18	?	-18%	-9%
4	O=C(NC(c1ccccc1)c1ccccc1)c1ccc(=O)[nH]n1	-14	-12%	-26%	-1%
5	CCOC(=O)c1ccccc1NC(=O)CSc1nnc(Cc2cccn2C)n1-c1ccc(C)cc1	-7	?	71%[activator]	4%
6	Cc1ccc(NC(=O)C2CC2c2ccccc2)c([N+](=O)[O-])c1 (stereo not given)	34*	33%[activator]	-24%	4%
7	CC(C)(C)n1nc2c(c1NC(=O)COc1ccc(F)cc1)CS(=O)(=O)C2	-10	-2%	-13%	5%
8	COc1ccc(CNCC(O)COc2ccc(C(C)(C)c3ccccc3)cc2)cc1 (stereo not given)	-7	9.3µM*	62%[activator]	0%
9	CC(=O)C1=C(C)N(CC2CC2)C(=O)N[C@H]1c1ccccc1	-15	-7%	40%	5%
10	CCOc1ccc(S(=O)(=O)N2CCN(C(=O)c3ccccc3Cc3ccccc3)CC2)cc1	nt	?	-12%	nt
11	O=c1c2ccccc2nc2n1CCCCC2	7	62%[activator]	-10%	-9%
12	O=C(OCCN=C1NS(=O)(=O)c2ccccc21)c1ccco1	-14	10%	-11%	3%[11.5 µM]

nr	Pf growth 96h	TbPYK inhibitor	CHX counter
1	24%	-1%	28*
2	?	3%	-2
3	?	4%	19*
4	32%[activator]	-10%	-3
5	-15%	-29%	1
6	?	-9%	35*
7	1%	1%	-3
8	?	22%	-7
9	-5%	0%	-2
10	?	-1%	nt
11	?	-12%	-2
12	-27%	5%	-3

Remaining list, next part:
nr	SMILES	Shiga toxin inh	Pf growth 48h	AmpC inh no detg	LmPK inh
13	O=C(NCCNC(=O)c1cnccn1)c1ccc(Cl)cc1	-7	-15%	11%	-6%
14	COc1ccc(CCNc2nc(N3CCOCC3)nc(N3CCOCC3)n2)cc1OC	-2	-14%	18%	5%
15	CCS(=O)(=O)N1CCC(C(=O)NCCCOC)CC1	54	28%	-25%	1%
16	Cc1ccc(N2CC(C(=O)NCCS(=O)(=O)N3CCN(c4ccccc4)CC3)CC2=O)cc1C (stereo not given)	-2	?	-4%	-5%
17	CCCCN(CCCC)CC(O)CN(c1cc([N+](=O)[O-])ccc1OC)S(=O)(=O)c1ccccc1 (stereo not given)	-5	13µM*	37%	2%
18	CCCCOc1ccc(CSc2ncn[nH]2)cc1	61	49%[activator]	-7%	1%
19	O=C(NC1CCCCC1)N(Cc1cc2cc3c(cc2[nH]c1=O)OCCO3)C1CCCCC1	-6	nt	-13%	0%
20	COc1cc(NS(=O)(=O)c2ccc(NC(=O)c3ccc(S(=O)(=O)N4CCCC4)cc3)cc2)ncn1	-10	-4%	-8%	-7%
21	CN(C)S(=O)(=O)c1ccc(NC(=O)CCNC(=O)c2ccc([N+](=O)[O-])cc2)cc1	0	?	-13%[11.4 µM]	1%
22	COc1ccc(C(=O)COC(=O)CNC(=O)c2cc(OC)cc(OC)c2)cc1	16	9%	-22%	1%
23	COc1ccc(N2C(=O)CC(SCc3ccc(Cl)cc3)C2=O)cc1 (stereo not given)	-6	74%[activator]	-4%	-2%
24	Cc1ccc2ccc[n+](Cc3ccccc3)c2c1	nt	0.41µM*	-18%	nt

nr	Pf growth 96h	TbPYK inhibitor	CHX counter
13	?	4%	-9
14	9%	3%	-1
15	39%[activator]	1%	-1
16	129%[activator]	3%&4%	6
17	?	0%	-3
18	10%	-2%	26*
19	5.9µM*	-2%	-1
20	20%	nt	-2
21	?	-12%	3
22	32%[activator]	-17%	-3
23	7%	1%	-2
24	0.52µM*	-5%	nt

(continued)
nr	SMILES	Shiga toxin inh	Pf growth 48h	AmpC inh no detg	LmPK inh
25	O=c1ccc2cc3c4c(c2o1)CCCN4CCC3	-5	?	-40%	0%
26	Cn1nc(C(F)(F)F)c(/C=N/OCc2c(Cl)cccc2Cl)c1Cl	-1	34%[activator]	-17%	-7%
27	COc1ccc(NC(=S)NC(=O)CC(C)C)c(OC)c1	50*	25%[5.75 µM]	-29%	-4%
28	NC(=O)c1cc2nc(-c3ccco3)cc(C(F)(F)F)n2n1	-7	18%	-18%	3%
29	CCCc1[nH]n(-c2nc3ccccc3s2)c(=O)c1C=NCC(C)C	62	?	10%	2%
30	CC(OC(=O)c1ccc2c(c1)S(=O)(=O)c1ccccc1C2=O)C(N)=O (stereo not given)	-4	-5%	1%	0%
31	Cc1cc(C)c2c(N=NN3CCOCC3)[nH]nc2n1	-1	7%	-6%	-3%
32	Cc1ccc(NC(=O)COC(=O)CN2C(=O)c3ccccc3C2=O)cc1	nt	-2%	-15%	nt
33	C=CCc1cccc2cc(C(=O)NC)c(=O)oc12	21	8%	-7%	-5%
34	Cc1ccc(S(=O)(=O)N/N=C/c2c(F)cccc2Cl)cc1	3	12%	-15%	4%
35	O=C(Cc1cc(=O)[nH][nH]1)N/N=C/c1cccc2ccccc12	27	-15%	61%[activator]	12%
36	O=C(CC1(CC(=O)N2CCOCC2)CCCC1)Nc1ccccc1	nt	-21%	-17%	nt

nr	Pf growth 96h	TbPYK inhibitor	CHX counter
25	4%	-8%	-4
26	0%	0%	-2
27	i	-9%	21*
28	0%	-2%	-3
29	nt	-2%	3
30	1%	-4%	-3
31	4.7µM*	-22%	2
32	42%[activator]	0%	nt
33	nt	-6%	1
34	-21%	-13%	-2
35	23%	-23%	11
36	-42%	2%	nt

Part of the list above, bar-delimited:
item | compound | Shiga toxin inh | Pf growth 48h | AmpC inh no detg | LmPK inh | Pf growth 96h | TbPYK inhibitor | CHX counter
26 | Cn1nc(C(F)(F)F)c(/C=N/OCc2c(Cl)cccc2Cl)c1Cl | -1 | 34%[activator] | -17% | -7% | 0% | 0% | -2
33 | C=CCc1cccc2cc(C(=O)NC)c(=O)oc12 | 21 | 8% | -7% | -5% | nt | -6% | 1

(further entries)
nr	SMILES	Shiga toxin inh	Pf growth 48h	AmpC inh no detg	LmPK inh
37	CCC1CCCCN1C(=O)C1CC(c2cc(Cl)c(OC)cc2OC)=NO1 (stereo not given)	-8	?	128%[activator]	-7%
38	C/C(=N\NC(=O)c1cccc(N/N=C(\C)c2ccco2)c1)c1ccco1	90*	0%	-52%	-13%
39	C=CCc1ccc(OCC(O)CN2CCN(Cc3ccccc3)CC2)c(OC)c1 (stereo not given)	36	-24%	170%[activator]	-4%
40	CCN(C(=O)Cc1nc(N)n[nH]1)C1(C(=O)Nc2ccccc2)CCCCC1	12	?	-5%	-6%
41	O=C(NNC(=O)c1cccc(-n2cnnn2)c1)c1ccccc1	3	-1%	-15%	-2%
42	O=S(=O)(c1ccccc1C(F)(F)F)N1CCOCC1	12	24%	-8%	0%
43	Cc1ccc(-c2csc3ncnc(Oc4ccc5c(C)cc(=O)oc5c4)c23)cc1	-7	-20%	-24%	-1%
44	CCOc1ccc(NC(=O)C(C)N2C(=O)c3ccccc3S2(=O)=O)cc1 (stereo not given)	nt	16%	-2%	nt
45	CC(=O)c1cccc(NC(=O)NCCc2ccc(Cl)cc2)c1	38*	-5%	-24%	0%
46	O=C(Nc1ccc(Cl)cc1)N(Cc1nc2ccccc2c(=O)[nH]1)Cc1cccs1	-1	15µM*	-11%	5%
47	CC(/C=C/c1ccco1)=N\NC(=O)c1cccnc1	6	nt	30%	8%
48	Cc1ccc2cc(/C=C(\C#N)C(N)=O)c(N3CCCCC3)nc2c1	13	-4%	17%	3%

nr	Pf growth 96h	TbPYK inhibitor	CHX counter
37	nt	-14%	-1
38	7%	5%	29*
39	15%	-3%	-1
40	?	2%	-6
41	?	2%	8
42	?	-5%	-3
43	0%	4%	-1
44	15%	-1%	nt
45	-15%	3%	21
46	3.3µM*	10%	-1
47	31%[activator]	-4%	5
48	-11%	-4%	2

Down the list, quoted from above.
AmpC inh no detg for nos. 39–46: 170%[activator], -5%, -15%, -8%, -24%, -2%, -24%, -11%

(more compounds)
nr	SMILES	Shiga toxin inh	Pf growth 48h	AmpC inh no detg	LmPK inh
49	COc1ccc(C(NC(=O)CNC(C)=O)C(=O)Nc2ccc(C(C)C)cc2)cc1 (stereo not given)	-5	?	91%[activator]	3%
50	CN(Cc1ccccc1)CC(O)COc1ccc(CNCCc2ccncc2)cc1 (stereo not given)	17	5.2µM*	14%	4%
51	FC(F)(F)c1ccccc1NC(=S)NC1CCN(Cc2ccccc2)CC1	-18	?	-16%	-1%
52	CCc1ccc(N2CC(C(=O)N/N=C/c3cc([N+](=O)[O-])ccc3O)CC2=O)cc1 (stereo not given)	-8	?	-36%	-3%
53	CC1Cc2ccccc2N1S(=O)(=O)c1cnc(Cl)c(Cl)c1 (stereo not given)	-3	?	-22%	4%
54	O=C(O)CSCC(=O)Nc1ccc(C(=O)O)cc1	20	6%	-3%	3%
55	CN(C)CCN(C(=O)/C=C/c1cccs1)c1nc2ccc(Br)cc2s1	-4	-4%	57%	-3%
56	c1ccc(CN2CCN(CCOCCOc3cccc4ccccc34)CC2)cc1	-7	?	223%[activator]	-1%
57	Cc1csc2ncc(C(=O)NC(C)c3ccccc3)c(=O)n12 (stereo not given)	10	-2%	?	-3%
58	CCCNC(=O)CCn1nc(-c2ccccc2)c2ccccc2c1=O	-11	-7%	-1%	-4%

nr	Pf growth 96h	TbPYK inhibitor	CHX counter
49	?	-7%	-3
50	-47%	4%	0
51	?	2%	-3
52	118%[activator]	-5%	8
53	?	-4%	-3
54	nt	2%	11
55	-31%	12%	8
56	?	-8%	-8
57	-25%	-2%	-1
58	?	-6%&1%	-3

Structures from the list above that have an aryl thioether with sulfur outside any ring (three):
nr	SMILES	Shiga toxin inh	Pf growth 48h	AmpC inh no detg	LmPK inh
1	CCCSc1ccc(C(=O)Nc2ccc(Cl)cc2)cn1	43	8%	-25%	-3%
5	CCOC(=O)c1ccccc1NC(=O)CSc1nnc(Cc2cccn2C)n1-c1ccc(C)cc1	-7	?	71%[activator]	4%
18	CCCCOc1ccc(CSc2ncn[nH]2)cc1	61	49%[activator]	-7%	1%

nr	Pf growth 96h	TbPYK inhibitor	CHX counter
1	24%	-1%	28*
5	-15%	-29%	1
18	10%	-2%	26*
